# Bioassay records as filed in PubChem.
# CCR6 antag = antagonists of human CCR6 receptor | P51684 | CHO-K1 CCR6 PathHunter beta-arrestin, luminescence, CCL20-stimulated | inhibition, % at 20 µM | 340,000 compounds, 0.49% hits | AID 493098;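 active means compounds whose inhibition of the agonist-driven luminescence signal at 20 µM reaches about 50%, limit read from the data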;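 further: cells stimulated with CCL20 at 14 nM final; plate controls were DMSO with CCL20 for no effect and DMSO without agonist for full effect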
# EBI2 antag = blocks human EBI2 receptor beta-arrestin signaling; 360,000 compounds, 0.81% hits; inhibition, % at 5 µM; EBI2 beta-arrestin recruitment, luminescence, 7a,25-OHC stimulated; P32249; in the data active means inhibition above about 38%;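 further: enzyme fragment complementation signal reports receptor beta-arrestin coupling in cells; 0% = agonist plus DMSO wells and 100% = wells without agonist; some results beyond the cut were filed as inactive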
# Target sequence (P32249 whole entry, looked up, the tested form may be a part): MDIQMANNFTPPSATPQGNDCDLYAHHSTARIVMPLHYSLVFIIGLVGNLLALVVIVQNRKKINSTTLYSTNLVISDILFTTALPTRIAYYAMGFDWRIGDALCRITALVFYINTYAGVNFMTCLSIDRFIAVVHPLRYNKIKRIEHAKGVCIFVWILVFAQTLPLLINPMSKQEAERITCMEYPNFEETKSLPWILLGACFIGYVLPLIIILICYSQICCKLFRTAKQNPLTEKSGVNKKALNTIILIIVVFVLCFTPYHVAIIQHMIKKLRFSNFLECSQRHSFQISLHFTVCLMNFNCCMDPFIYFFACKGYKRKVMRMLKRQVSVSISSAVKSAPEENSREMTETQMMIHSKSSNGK
# Mdm2 MdmX PPI = human Mdm2/MdmX binding inhibition. O15151+Q00987. SaOS-2 split-luciferase Mdm2/MdmX complementation, luminescence. inhibition, % at 8 µM. 330,000 compounds, 3% hits. AID 485346;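 active means inhibition of at least 50% at 8 µM in the primary screen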
# APJ agonist = APJ receptor agonism; CHO-K1 APJ PathHunter beta-arrestin, luminescence; 0% DMSO wells, 100% apelin; 330,000 compounds, 0.11% hits; P35414; AID 2520; activation, % at 20 µM;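 active means activation more than six SD over the plate average, tested at 20 µM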;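 further: 0% = DMSO alone and 100% = apelin-13 at 10 nM; some results filed as inactive read as strong as hits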
#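 Material: CHO-K1 APJ beta-arrestin complementation cell line; Input: cell density 1000 per well; Incubation: compound stimulation 90 min at 25 °C, detection 60 min; Signal: luminescence from split beta-galactosidase complementation, Galacton Star/Emerald II substrate; Controls: DMSO-only wells as negative, 10 nM Apelin-13 as positive control.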
# tim23-1 inh = growth inhibitors of tim23-1 mutant yeast. S. cerevisiae tim23-1 growth, BacTiter-Glo luminescence, 24 h. inhibition, % at 20 µM. 330,000 compounds, 1.3% hits. AID 463212;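 active means growth inhibition of the mutant yeast at or above 50%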;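 further: temperature-sensitive mutant grown at 25 °C; plate controls were DMSO-treated mutant yeast for no effect and medium wells lacking yeast for full effect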
# UPR XBP1 act = adaptive UPR (XBP1) activation; CHO-XBP1 luciferase reporter, IRE1-XBP1 UPR activation, luminescence; percent of tunicamycin response, DMSO as zero; activation, % at 20 µM; 330,000 compounds, 0.33% hits;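 active means versus positive control, 20 µM dose yields 30% or more activation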;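 further: 100% = tunicamycin at 10 µg/mL and 0% = DMSO only wells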
#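 Material: CHO cell line with stable XBP1 luciferase reporter; schedule: 16-18 h cell attachment at 37 °C, then 6 h compound exposure; signal: glow luminescence from Steady-Glo reagent; medium: serum-containing F12 medium, 10% FBS; benchmarks: tunicamycin 10 µg/mL and vehicle-only wells; read-out: percent activation relative to tunicamycin reference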
# UPR CHOP act = apoptotic UPR (CHOP) activation; CHO-CHOP luciferase reporter, luminescence; percent of tunicamycin response over DMSO baseline; activation, % at 10 µM; 330,000 compounds, 0.34% hits;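 active means at 10 µM dose, activation of 40% or more, normalized to positive control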;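 further: 100% = tunicamycin at 10 µg/mL and 0% = DMSO alone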
#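 Assay system: CHO cells with stable CHOP pathway luciferase reporter; Buffer or medium: F12 plus 10% serum; Times: 16-18 h cell attachment, then 6 h compound exposure, 37 °C; Signal: luciferase luminescence; Read-out basis: percent activation relative to tunicamycin control; Control set: tunicamycin high control, DMSO low control.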
# CXCR6 inh = inhibitors of human CXCR6 receptor; 360,000 compounds, 0.36% hits; O00574; AID 602244; CHO-K1 PathHunter CXCR6 beta-arrestin, luminescence; inhibition, % at 20 µM; in the data active means inhibition above about 34%, passing the limit was not always enough;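 further: antagonist mode with CXCL16 agonist at 10 nM final; 0% = 10 nM CXCL16 with DMSO and 100% = unstimulated wells without agonist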
# Target sequence (O00574 whole entry, looked up): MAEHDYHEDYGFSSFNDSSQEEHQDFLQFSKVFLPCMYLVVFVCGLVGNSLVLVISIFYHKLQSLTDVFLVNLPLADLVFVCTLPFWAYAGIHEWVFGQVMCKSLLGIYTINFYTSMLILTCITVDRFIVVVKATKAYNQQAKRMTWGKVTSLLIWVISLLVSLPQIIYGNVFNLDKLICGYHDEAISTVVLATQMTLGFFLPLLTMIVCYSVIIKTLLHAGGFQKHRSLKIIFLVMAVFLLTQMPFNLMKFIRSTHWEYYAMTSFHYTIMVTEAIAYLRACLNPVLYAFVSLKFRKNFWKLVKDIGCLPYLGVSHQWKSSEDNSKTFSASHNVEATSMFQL
# APJ antagonist = antagonists of human APJ apelin receptor; AID 2521; P35414; inhibition, % at 20 µM; CHO-K1 APJ beta-arrestin complementation, luminescence; 330,000 compounds, 0.32% hits;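 active means inhibition above about 40% at 20 µM, limit read from the data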;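 further: cells challenged with 10 nM apelin-13 agonist together with compound; plate controls were apelin-13 plus DMSO wells for no effect and DMSO wells lacking apelin-13 for full effect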
# Active calls of the source: *. Only part of the results is shown; rates above refer to the full screens.
SMILES,CCR6 antag,EBI2 antag,Mdm2 MdmX PPI,APJ agonist,tim23-1 inh,UPR XBP1 act,UPR CHOP act,CXCR6 inh,APJ antagonist
CC(C)CCC(CCNCc1ccccn1)c1ccc(Cl)cc1 (stereo unspecified),8,7,12,-5,14,-3,-0.4,1,10
O=S(=O)(c1ccc(Cl)s1)N1CCc2ccccc2C1,14,-8,-13,-3,19,0,-0.7,0,5
COc1ccccc1-n1cnc2cc(NCc3cccs3)ccc21,5,-1,51*,1,56*,14,2.4,7,1
CCCCCn1cnc2sc(CC)cc2c1=O,6,0,-70,-5,3,3,5.1,2,24
O=C(O)c1ncn(Cc2ccccc2)c1C(=O)O,5,-10,17,4,7,-1,0.2,-5,18
CN1CCN(C(=O)C(=O)c2cn(CC(=O)N3CCCC3)c3ccccc23)CC1,11,11,-7,6,11,-8,0.3,1,-10
O=C(c1ccco1)N1CCN(S(=O)(=O)c2ccc([N+](=O)[O-])cc2)CC1,-5,-6,24,1,12,2,-0.3,-7,-14
NCCCCCNC(=O)c1[nH]cnc1C(=O)N[C@@H](Cc1ccccc1)C(=O)OCc1ccccc1,5,-24,-1,-2,13,-1,0.4,-4,14
O=C(NN1c2ccccc2CCc2ccccc21)c1ccccc1Br,10,19,21,-4,8,0,3.2,6,6
Cc1sc2ncnc(OCC(=O)NC(C)C)c2c1C,-29,-8,-6,3,15,3,-1.2,-2,-9
O=C(COC(=O)Cc1ccc(S(=O)(=O)N2CCOCC2)s1)Nc1ccc(OC(F)F)cc1,-14,-6,28,1,18,1,-0.4,-4,-15
COc1cccc(-c2nc(CCl)cs2)c1OC,-13,-8,-3,-1,9,8,2.1,-6,1
Cc1ccc(C)c(S(=O)(=O)NCCCn2ccnc2)c1,0,-1,8,0,1,-2,0.1,-7,-12
CC(C)c1ccc(NNC(=O)C2CCC2)cc1,13,-11,-7,-1,29,-1,-0.3,5,-12
Cc1cccc(Cn2nc(C)c(NC(=O)c3ccc(F)cc3)c2C)c1,-10,1,11,-1,14,-2,0.5,-1,10
CCN(CC(=O)Nc1c(F)cccc1F)C(=O)C1CC(=O)N(CCc2ccc(OC)c(OC)c2)C1 (stereo unspecified),-6,-4,-22,-4,7,-3,1.6,-5,6
O=C(NC(=S)/C(=C1\CCCCCN1)[N+](=O)[O-])c1ccccc1,6,-9,85*,-3,7,-8,-4.2,5,7
Cc1cccc(C)c1NC(=O)CNC(=O)CN1C(=O)NC2(CCc3ccccc32)C1=O (stereo unspecified),-6,-3,6,-2,-14,-1,-0.2,9,6
Clc1ccc(-c2n[nH]c3c2CCC3)cc1Cl,-26,13,-17,-3,59*,1,2.9,-18,-2
Cc1ccnc2nc(C(=O)NCc3cccs3)nn12,7,-2,4,2,25,-3,-1.5,3,-11
Cc1ccc(N(NC(=O)C(O)(c2ccccc2)c2ccccc2)C(=O)CCl)cc1,17,13,100*,-1,34,-6,16,1,5
Cc1[nH]c2c(C)cccc2c1CCNC(=O)c1ccc2c(c1[N+](=O)[O-])C(=O)c1ccccc1C2=O,-10,23,75*,6,39,2,48*,0,-50
O=C(CCc1ccc(S(=O)(=O)NCc2ccccc2)cc1)NCc1ccco1,-5,1,-9,-1,-8,-2,-1.1,-6,11
Fc1ccccc1-c1nc(-c2cnccc2C(F)(F)F)no1,4,-2,19,-2,15,8,-0.5,5,-9
Cc1ccc(C(=O)CC(C(=O)O)n2cnc([N+](=O)[O-])n2)cc1 (stereo unspecified),-6,-5,1,-1,13,-6,-1.0,-4,-15
# (more compounds)
SMILES,CCR6 antag,EBI2 antag,Mdm2 MdmX PPI,APJ agonist,tim23-1 inh,UPR XBP1 act,UPR CHOP act,CXCR6 inh,APJ antagonist
COc1ccc(C2C(C(C)=O)=C(C)Nc3ncnn32)cc1[N+](=O)[O-] (stereo unspecified),-2,4,-30,-1,12,-6,1.3,6,12
CCNc1nc(NCC)n2c(SCC(=O)Nc3cccc(F)c3)nnc2n1,7,-1,24,0,-4,0,1.6,-10,6
CCCCn1c(N)c(N(CCC(C)C)C(=O)c2ccc3c(c2)OCCO3)c(=O)[nH]c1=O,-1,-6,-5,-6,59*,0,0.8,-6,4
Nc1nonc1-n1nnc(C(=O)N/N=C/c2ccncc2)c1-c1ccccc1,4,3,36,-1,-6,-4,-1.2,-15,9
COC(=O)c1c(NC(=O)c2ccccc2C(=O)O)sc2c1CCC2,-2,-9,0,1,7,-5,2.0,1,14
Cc1ccc(C(C(=O)NCc2ccc(F)cc2)N(CCCO)C(=O)C2COc3ccccc3O2)o1 (stereo unspecified),-1,5,5,-2,2,-3,-0.5,-4,8
O/N=C1\CCCc2ccc3ccccc3c21,7,0,-7,1,21,0,1.1,0,-8
C[C@]12C(=O)N(c3ccccc3)C(=O)N1[C@@H]1c3ccccc3OC[C@@H]1[C@H]2c1ccccc1,18,-1,8,-4,29,-1,0.0,-1,7
CCn1c(C(=O)O)c(CC(=O)Nc2ccccc2F)c2ccccc21,-6,-16,-10,0,2,1,-1.5,-8,-10
Cc1no[n+]([O-])c1COc1ccccc1/C=N/n1nnnc1N,17,-6,15,-3,-6,-5,0.1,4,2
CCOC(=O)c1ccc(NC(=O)c2nc[nH]c2C(=O)N[C@@H](CC(C)C)C(=O)OCc2ccccc2)cc1,9,9,-9,-2,6,1,-1.4,-7,7
CN1CCN(C(=O)c2cccn(Cc3c(Cl)cccc3Cl)c2=O)CC1,11,4,-1,-3,-6,0,0.3,13,7
CCCOC1CCCN(C(=O)CCc2nnc(Cc3cccc(C)c3)o2)C1 (stereo unspecified),7,-6,-49,-4,11,2,4.0,1,-5
COc1cc(NC(=O)c2cccs2)c(C(=O)OCC(=O)NC(=O)NC(C)(C)C)cc1OC,-7,-6,-4,2,27,6,-1.4,0,3
Cn1c(-c2c(N)n(C3CCCC3)c3nc4ccccc4nc23)nc2ccccc21,3,23,48,-2,44,2,-0.2,7,-2
Cc1ccc(/C=N/NC(=O)C2(C)CC2(Br)Br)cc1 (stereo unspecified),15,-5,-6,-3,25,0,0.6,2,-7
CC(=O)N1c2ccc(S(=O)(=O)NCC3CCC(C(=O)NCc4ccco4)CC3)cc2CC1C (stereo unspecified),-3,-4,20,-1,5,-5,2.2,3,3
CC(=O)c1ccc(-c2ccc(C(=O)N3CCCc4ccccc43)o2)cc1,3,24,1,-3,42,-2,2.3,8,16
CCOc1cccc(N2C(=O)CC(N3CCN(c4ccc(S(=O)(=O)CC)cc4)CC3)C2=O)c1 (stereo unspecified),-1,-3,5,-2,5,0,-1.4,-5,2

# 15 neighbouring entries already listed, quoted:
SMILES,CCR6 antag,EBI2 antag,Mdm2 MdmX PPI,APJ agonist,tim23-1 inh,UPR XBP1 act,UPR CHOP act,CXCR6 inh,APJ antagonist
CC(C)CCC(CCNCc1ccccn1)c1ccc(Cl)cc1 (stereo unspecified),8,7,12,-5,14,-3,-0.4,1,10
O=S(=O)(c1ccc(Cl)s1)N1CCc2ccccc2C1,14,-8,-13,-3,19,0,-0.7,0,5
COc1ccccc1-n1cnc2cc(NCc3cccs3)ccc21,5,-1,51*,1,56*,14,2.4,7,1
CCCCCn1cnc2sc(CC)cc2c1=O,6,0,-70,-5,3,3,5.1,2,24
O=C(O)c1ncn(Cc2ccccc2)c1C(=O)O,5,-10,17,4,7,-1,0.2,-5,18
CN1CCN(C(=O)C(=O)c2cn(CC(=O)N3CCCC3)c3ccccc23)CC1,11,11,-7,6,11,-8,0.3,1,-10
O=C(c1ccco1)N1CCN(S(=O)(=O)c2ccc([N+](=O)[O-])cc2)CC1,-5,-6,24,1,12,2,-0.3,-7,-14
NCCCCCNC(=O)c1[nH]cnc1C(=O)N[C@@H](Cc1ccccc1)C(=O)OCc1ccccc1,5,-24,-1,-2,13,-1,0.4,-4,14
O=C(NN1c2ccccc2CCc2ccccc21)c1ccccc1Br,10,19,21,-4,8,0,3.2,6,6
Cc1sc2ncnc(OCC(=O)NC(C)C)c2c1C,-29,-8,-6,3,15,3,-1.2,-2,-9
O=C(COC(=O)Cc1ccc(S(=O)(=O)N2CCOCC2)s1)Nc1ccc(OC(F)F)cc1,-14,-6,28,1,18,1,-0.4,-4,-15
COc1cccc(-c2nc(CCl)cs2)c1OC,-13,-8,-3,-1,9,8,2.1,-6,1
Cc1ccc(C)c(S(=O)(=O)NCCCn2ccnc2)c1,0,-1,8,0,1,-2,0.1,-7,-12
CC(C)c1ccc(NNC(=O)C2CCC2)cc1,13,-11,-7,-1,29,-1,-0.3,5,-12
Cc1cccc(Cn2nc(C)c(NC(=O)c3ccc(F)cc3)c2C)c1,-10,1,11,-1,14,-2,0.5,-1,10
